Screens (PubChem BioAssay)
p97 ATPase inh = inhibitors of human p97 ATPase, primary screen, biochemical | Transitional endoplasmic reticulum ATPase (Homo sapiens), P55072 | recombinant p97 ATPase, Kinase-Glo ATP luminescence, 3 h | inhibition, % at 8 µM | 220,000 tested, 0.42% active | AID 1481, 2009; in the data active means inhibition above about 15%;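 further: 0% = DMSO vehicle and 100% = wells lacking enzyme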
Runt-CBFb FRET = inhibitors of RUNX1 Runt–CBFb binding, primary screen, biochemical, FRET, Cerulean-Runt, Venus-CBFb, uHTS. inhibition, % at 20 µM. Cerulean-Runt/Venus-CBFb FRET ratio 530/480, 1 h. AID 1496, 2009. Runt-related transcription factor 1 (Homo sapiens) + Core-binding factor subunit beta …. 220,000 tested, 0.46% active;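 active means inhibition over about 50% at 20 µM in the single-dose screen, limit read from the data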;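 further: 0% = DMSO wells and 100% = excess unlabeled CBFb competitor control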
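Assay system: Cerulean-tagged RUNX1 Runt domain (FRET donor) fusion protein / Amount: 100 nM each of Venus-CBFb and Cerulean-Runt domain / Medium: Tris buffer pH 7.5 with salts and BSA / Also added: Venus-CBFb 100 nM / Schedule: 1 h complex formation plus 1 h compound treatment, room temperature / Signal: FRET fluorescence / Read-out: loss of energy transfer signal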
Hck-Nef inh = inhibitors of Nef-activated human Hck kinase, primary screen, biochemical, Z-Lyte FRET, 384-well, Hck-YEEI | Tyrosine-protein kinase HCK (Homo sapiens), P08631 | Recombinant Hck-YEEI plus Nef, Z-Lyte FRET kinase assay | inhibition, % at 20 µM | 220,000 tested, 0.68% active | AID 463187, 2010;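 active means Hck-Nef kinase inhibition above about 50%, limit read from the data; inactive means inhibition below that limit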;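 further: 0% = DMSO with Hck plus Nef and 100% = Hck alone without Nef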
RBBP9 inhibitor = human RBBP9 inhibitors, primary screen, biochemical, fluorescence polarization, FP-Rh probe, HTS; Serine hydrolase RBBP9 (Homo sapiens), O75884; recombinant RBBP9; inhibition, % at 7.94 µM; 220,000 tested, 0.2% active; AID 1515, 2009;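 active means inhibition above the campaign mean of all tested compounds plus 3 SD, cut at about 14% in these data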;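 further: plate controls were DMSO wells with RBBP9 for no effect and wells lacking RBBP9 protein for full effect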
Target sequence (O75884 whole entry, looked up): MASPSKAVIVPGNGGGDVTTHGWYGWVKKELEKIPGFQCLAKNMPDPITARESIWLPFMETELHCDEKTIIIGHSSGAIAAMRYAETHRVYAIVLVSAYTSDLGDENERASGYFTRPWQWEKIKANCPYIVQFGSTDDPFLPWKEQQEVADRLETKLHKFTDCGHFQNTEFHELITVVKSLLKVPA
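Test system – recombinant human RBBP9 · Input – RBBP9 2.5 µM in dispensing solution, pre-mixing · Medium – Tris buffer pH 8.0, NaCl, Pluronic · Schedule – preincubation 30 min plus labeling 45 min at 25 °C · Measured by – fluorescence polarization · Measure – % inhibition · Controls – DMSO and no-protein wells · Replicates – one well per compound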
NPY-Y2 PAM-ag = NPY-Y2 potentiators or agonists, primary screen, cell-based; cells expressing NPY-Y2, potentiator/agonist read-out; AID 1359, 2008; activation, % at 3.6 µM; Neuropeptide Y receptor type 2 (Homo sapiens), P49146; 220,000 tested, 0.45% active; in the data active means activation above about 27%;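 further: cells stimulated with NPY near EC25 plus isoproterenol at EC100; 0% = vehicle plus submaximal agonist and 100% = vehicle plus saturating agonist; some results beyond the cut were filed as inactive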
Target sequence (P49146 whole entry, looked up): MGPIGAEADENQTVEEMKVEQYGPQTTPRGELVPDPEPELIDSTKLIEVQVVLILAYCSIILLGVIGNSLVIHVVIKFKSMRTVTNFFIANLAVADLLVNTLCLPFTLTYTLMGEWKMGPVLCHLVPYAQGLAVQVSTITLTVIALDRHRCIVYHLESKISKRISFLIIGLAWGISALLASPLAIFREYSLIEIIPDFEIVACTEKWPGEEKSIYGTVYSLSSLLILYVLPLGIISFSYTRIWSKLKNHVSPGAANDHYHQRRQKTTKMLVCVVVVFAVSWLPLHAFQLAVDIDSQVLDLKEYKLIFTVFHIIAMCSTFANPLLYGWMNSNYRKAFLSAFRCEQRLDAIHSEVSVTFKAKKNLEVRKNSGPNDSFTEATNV
MDM2 E3 inh = MDM2-luciferase reporter signal enhancers, primary screen, MDM2 E3 ligase inhibitor project, cell-based, luminescence, 1536-well; E3 ubiquitin-protein ligase Mdm2 (Homo sapiens), Q00987; cell-based MDM2 ubiquitination luciferase reporter, 2 h; 0 = plate control, 100 = twice control, blank-subtracted; signal enhancement, % at 5 µM; 210,000 tested, 0.11% active; AID 1230, 2008;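 active means signal enhancement of 30% or more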;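 further: luminescence tracks abundance of the self-degrading MDM2-luciferase fusion protein; higher signal means inhibition of MDM2 E3 ligase activity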
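Material: Stable MDM2–luciferase fusion reporter cells | Amount: 2000 cells seeded into each well | Dosing: One concentration, 5 µM, with 0.2% DMSO | Incubation: 4 h cell settling then 2 h compound exposure, 37 °C | Measured by: Luciferase luminescence | Read-out basis: % enhancement relative to plate controls after blank subtraction | Benchmarks: Control and blank well means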
NPY-Y1 PAM-ag = NPY-Y1 receptor potentiators or agonists, primary screen, cell-based. activation, % at 3.6 µM. AID 1304, 2008. NPY-Y1 expressing cells, potentiator/agonist activation. Neuropeptide Y receptor type 1 (Homo sapiens), P25929. 220,000 tested, 0.37% active; in the data active means activation above about 33%, passing the limit was not always enough;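 further: cells stimulated with NPY at EC10 then isoproterenol at EC100; 0% = low agonist plus stimulus and 100% = saturating agonist plus stimulus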
Target sequence (P25929 whole entry, looked up): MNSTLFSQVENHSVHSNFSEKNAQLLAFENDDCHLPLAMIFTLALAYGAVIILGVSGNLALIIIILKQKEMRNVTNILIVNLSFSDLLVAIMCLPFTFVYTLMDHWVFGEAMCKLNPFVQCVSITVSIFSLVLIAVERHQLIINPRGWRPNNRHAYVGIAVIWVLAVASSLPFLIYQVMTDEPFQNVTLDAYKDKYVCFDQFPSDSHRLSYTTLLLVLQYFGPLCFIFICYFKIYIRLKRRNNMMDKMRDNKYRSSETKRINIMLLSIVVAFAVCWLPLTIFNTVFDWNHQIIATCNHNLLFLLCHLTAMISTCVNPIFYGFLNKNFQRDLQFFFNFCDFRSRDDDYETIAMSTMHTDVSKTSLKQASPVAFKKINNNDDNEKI
Runt-SMMHC FRET = inhibitors of RUNX1 Runt–CBFb-SMMHC binding, primary screen, biochemical, FRET, Cerulean-Runt, Venus-CBFb-SMMHC, uHTS; Runt-related transcription factor 1 (Homo sapiens) + Core-binding factor subunit beta …; Cerulean-Runt/Venus-CBFb-SMMHC FRET ratio 530/480, 1 h; inhibition, % at 20 µM; 220,000 tested, 0.74% active;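 active means mean inhibition across duplicate retests at 20 µM reaching about 50%, limit read from the data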;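 further: 0% = DMSO wells and 100% = wells with excess untagged CBFb-SMMHC; inhibitors lower the FRET ratio by blocking Runt binding to CBFb-SMMHC; some results filed as inactive read as strong as hits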
NPY Y1 blocker = NPY-Y1 receptor antagonists, primary screen, cell-based; inhibition, % at 3.6 µM; HEK293-CNG Y1 cells, membrane potential fluorescence; NPY at EC95, then isoproterenol; Neuropeptide Y receptor type 1 (Homo sapiens), P25929; 200,000 tested, 1% active;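 active means inhibition above the campaign mean inhibition of all tested compounds plus 3 SD, cut at about 20% in these data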;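 further: 0% = DMSO wells given NPY plus isoproterenol and 100% = isoproterenol alone without NPY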
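Material: HEK293 Y1/CNG channel cell line | Also added: NPY (25 nM), isoproterenol (1 µM), Ro 20-1724 (25 µM) | Compound: One concentration, 3.6 µM, in 0.4% DMSO | Schedule: 3 h dye uptake, 1 h room-temperature compound, 45 min post-isoproterenol | Signal: Membrane-potential fluorescent dye readout | Read-out: % inhibition of NPY effect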
The depositor's hits bear a star; nt = no result given. An unsorted share of the library (roughly 3.5% active in at least one column).

SMILES	p97 ATPase inh	Runt-CBFb FRET	Hck-Nef inh	RBBP9 inhibitor	NPY-Y2 PAM-ag	MDM2 E3 inh	NPY-Y1 PAM-ag	Runt-SMMHC FRET	NPY Y1 blocker
Brc1ccccc1C1=Nn2c(nnc2-c2ccccc2)SC1	1	0	2	-9	2	-6	-31	4	6
O=c1ccnc(Nc2ccc3c(c2)OCCO3)[nH]1	3	-1	6	-1	-25	-23	8	-1	9
Nn1c(SCC(=O)NC(=O)NCc2ccccc2)nnc1C1CC1	6	0	2	-1	-3	-32	11	-6	-8
Fc1ccc(N2CCN(Cc3nnc(-c4ccccc4)o3)CC2)cc1	-3	1	2	-8	-8	-13	-23	0	7
O=C(NCc1ccccn1)C(C(=O)c1ccc(F)cc1)n1ccccc1=O (centres undefined)	1	1	0	-12	6	-8	12	5	-9
O=C(Nc1ccc(Br)cc1)c1cccnc1N1CCCCC1	-3	2	-2	10	-11	-25	0	-1	2
COc1nc(NC(C)C)nc(N(C#N)CN2C(=O)c3ccccc3S2(=O)=O)n1	8	1	12	4	4	6	22	-6	nt
COc1ccc(-c2oc3ncn4nc(COc5ccccc5)nc4c3c2-c2ccc(OC)cc2)cc1	2	-1	2	-7	7	2	2	2	-1
Cn1c(=O)c2c(nc(CN3CCC(Cc4ccccc4)CC3)n2CCN2CCOCC2)n(C)c1=O	-2	-5	2	-6	5	3	3	-3	3
COc1ccc(N2CCN(C(=O)C3COc4ccccc4O3)CC2)cc1 (centres undefined)	-5	4	1	-14	-6	-11	4	2	0
Cc1cc(C)c(NC(=O)C2CCCN2CCOC(=O)c2ccccc2)c(C)c1 (centres undefined)	0	-5	0	-1	-1	-1	-10	-6	6
O=C(O)/C=C/C(=O)Nc1ccc(S(=O)(=O)N2CCCC2)cc1	10	1	22	2	7	30	16	-7	2
CN1C(=O)/C(=C\c2ccc(-c3ccccc3)o2)SC1=S	1	15	23	-6	6	-8	19	-8	5
Cc1ccc(S(=O)(=O)CCC(=O)Nc2ccc3c(c2)OCO3)cc1	2	2	1	-7	6	-13	-2	-4	-8
COCCn1nnnc1CN1CCC(NC(=O)Nc2cccc(OC)c2)CC1	2	0	2	0	8	-15	-44	2	17
Cc1ccc(C#CC(C)(O)C(C)(C)C)cn1 (centres undefined)	3	0	9	-6	33	-9	3	1	nt
CCN(CC)S(=O)(=O)c1cccc(NC(=O)COc2ccc(F)cc2Br)c1	-2	nt	-9	-9	-16	5	-13	-2	10
Cc1ccc(NC(=O)CC(=O)Nc2ccc(C)cc2)cc1	2	2	20	-5	-4	-11	0	-1	1
O=C(O)CCSC(=S)N1CCOCC1	-1	0	16	-7	-5	-55	3	1	nt
CCN(CC)CCCn1c(=S)[nH]c2ccc(Cl)cc2c1=O	1	3	-1	-3	-10	-10	-50	1	2
COc1ccc(CCNC(=O)C/C(C)=N/NC(=O)C23CC4CC(CC(C4)C2)C3)cc1OC	3	-1	4	-5	10	-5	-3	-2	4
Cc1n[nH]c(C)c1C(=O)CC1(O)C(=O)N(Cc2ccccc2)c2ccc(Br)cc21 (centres undefined)	3	-2	1	-6	2	-22	-3	-1	-10
CC(C)(C)C1=CC(=O)C(=O)C(C(C)(C)C)=C1	-2	48	56*	-9	-16	26	-9	70	1
Cc1ccc(N(CC(=O)O)S(=O)(=O)c2cccc3nonc23)cc1	5	1	-1	5	0	-18	13	3	-6
Cc1cc(C)c2c(c1)cc(C)c1nnc(SCC(=O)Nc3cc(C)on3)n12	-5	-2	-1	-6	-14	-10	-12	5	3

Part of the list above in order of formula weight, falling.
SMILES	p97 ATPase inh	Runt-CBFb FRET	Hck-Nef inh	RBBP9 inhibitor	NPY-Y2 PAM-ag	MDM2 E3 inh	NPY-Y1 PAM-ag	Runt-SMMHC FRET	NPY Y1 blocker
Cc1ccc(S(=O)(=O)CCC(=O)Nc2ccc3c(c2)OCO3)cc1	2	2	1	-7	6	-13	-2	-4	-8
CN1C(=O)/C(=C\c2ccc(-c3ccccc3)o2)SC1=S	1	15	23	-6	6	-8	19	-8	5
Cc1ccc(C#CC(C)(O)C(C)(C)C)cn1 (centres undefined)	3	0	9	-6	33	-9	3	1	nt

No new results follow: entries from further up.
SMILES	p97 ATPase inh	Runt-CBFb FRET	Hck-Nef inh	RBBP9 inhibitor	NPY-Y2 PAM-ag	MDM2 E3 inh	NPY-Y1 PAM-ag	Runt-SMMHC FRET	NPY Y1 blocker
Brc1ccccc1C1=Nn2c(nnc2-c2ccccc2)SC1	1	0	2	-9	2	-6	-31	4	6
O=c1ccnc(Nc2ccc3c(c2)OCCO3)[nH]1	3	-1	6	-1	-25	-23	8	-1	9

Single values from the entries so far.
Cc1n[nH]c(C)c1C(=O)CC1(O)C(=O)N(Cc2ccccc2)c2ccc(Br)cc21 (centres undefined) | RBBP9 inhibitor = -6
O=C(Nc1ccc(Br)cc1)c1cccnc1N1CCCCC1 | Hck-Nef inh = -2
COc1nc(NC(C)C)nc(N(C#N)CN2C(=O)c3ccccc3S2(=O)=O)n1 | Hck-Nef inh = 12
Cc1ccc(NC(=O)CC(=O)Nc2ccc(C)cc2)cc1 | NPY-Y2 PAM-ag = -4
CC(C)(C)C1=CC(=O)C(=O)C(C(C)(C)C)=C1 | RBBP9 inhibitor = -9

Later entries
SMILES	p97 ATPase inh	Runt-CBFb FRET	Hck-Nef inh	RBBP9 inhibitor	NPY-Y2 PAM-ag	MDM2 E3 inh	NPY-Y1 PAM-ag	Runt-SMMHC FRET	NPY Y1 blocker
CCC(=O)Nc1ccc(Cl)c(NC(=S)NC(=O)COc2ccc(Cl)cc2)c1	4	-2	5	-8	-3	-2	-20	-4	2
CC1(c2ccc(C#N)cc2)NC(=O)N(CC(=O)Nc2cc(S(=O)(=O)N3CCOCC3)ccc2Cl)C1=O (centres undefined)	-1	2	19	-9	-3	-23	-2	2	1
CCOC(=O)/C=c1\s/c(=C\c2ccccc2C)c(=O)n1CC(=O)NCc1ccc2c(c1)OCO2	-5	-28	4	-5	-2	-3	-11	-43	8
Cc1ccc(C)c2sc(NC(=O)c3nc4ccccc4s3)nc12	3	-8	3	-6	4	nt	9	-7	-2
CCN1CCN(C(=O)c2ccc(Cl)c(S(=O)(=O)N3CCCCCC3)c2)CC1	2	1	23	-2	3	-7	6	0	3
Cc1ccc(C)c(SCc2noc(C(=O)NC(C)C)c2C(=O)O)c1	-4	1	1	4	-11	-15	-15	-4	6
CC(C)OC(=O)c1sc2nc3c(cc2c1N)C(=O)CCC3	-5	1	-5	-10	-4	-10	-2	-3	2
O=c1c2cc3ccccc3n2cnn1Cc1ccccc1F	1	-5	-1	-1	-9	-11	-13	3	3
O=C(COC(=O)C1=COCCO1)Nc1ccccc1OC(F)F	0	0	17	-8	-5	-12	-13	-2	-2
O=C(NCc1ccncc1)C1=NN(c2ccccc2)C(=O)CC1	5	-1	19	-2	-9	-11	-6	4	-6
COc1ccc(-c2n[nH]c(=S)n2N)c(OC)c1	1	9	18	-1	-1	0	-7	4	2
COc1ccc(N2C(=O)CC(N3CCN(c4ccc(S(C)(=O)=O)cc4)CC3)C2=O)cc1 (centres undefined)	-6	2	-1	-4	1	2	-4	3	-6
O=C(NCc1ccco1)c1ccc(COc2cc(Cl)ccc2Cl)cc1	2	-2	6	-12	-10	-12	-37	2	4
N#Cc1c(N)n(-c2ccc(N)cc2)c2nc3ccccc3nc12	2	1	3	-9	12	-5	-8	0	nt
CCn1c(C)nc2cc(C(=O)NNS(=O)(=O)c3ccc(C)cc3C)ccc21	-1	-1	-1	1	-3	-23	7	-9	-4
CCCN(Cc1cc2cc(C)ccc2[nH]c1=O)C(=O)c1cccc(OC)c1	-3	-1	1	4	5	-19	-7	-2	1
CCCc1nn(C)c2c(=O)[nH]c(-c3ccccc3OCC)nc12	0	-3	4	-5	0	12	-14	-3	-2
COc1ccccc1N1CCN(C(=O)CCc2ccc(S(=O)(=O)NC(C)C)cc2)CC1	4	0	1	-3	-3	15	19	1	-3
Cc1nn(-c2ccccc2)c2nc(Cl)c(C(=O)O)cc12	5	0	4	0	-2	13	-9	3	0
C/C(=N\NC(=O)C1CC1)c1ccc(NC(=O)c2ccc(Br)o2)cc1	-2	3	11	-2	2	5	-21	-3	-4
CC(C)Cn1c(N)c(C(=O)NCC2CCCO2)c2nc3ccccc3nc21 (centres undefined)	8	52*	53*	-2	5	-1	-16	58*	13
COc1cccc(C(=O)Nc2c(F)c(F)c(F)c(F)c2F)c1	4	0	4	5	-26	6	-35	-2	19
[O-][n+]1onc2c3cc(-c4ccccc4)nnc3ccc21	12	-3	-2	7	-17	-21	16	2	3
CCOc1cc(CNc2ccc(CNc3ncn[nH]3)cc2)ccc1OCc1ccccc1	6	0	1	-3	10	-12	15	1	5
COc1ccccc1N(C)S(=O)(=O)c1ccc(C(=O)OCC(=O)N(C(C)C)C(C)C)cc1	-2	-3	1	-2	2	-8	-10	-2	-4
O=C(c1ccco1)N1CCN(CC(=O)N2CCCc3c2c(=O)oc2ccc(O)cc32)CC1	7	-2	10	-4	6	-9	8	2	6
CCOC(=O)Nc1ccc2c(c1)N(C(=O)CN1CCN(C)CC1)c1ccccc1S2	-2	0	3	10	-1	-7	-7	-1	2
